Assay outcomes deposited in PubChem BioAssay by several laboratories.
Diaph act CS – compounds boosting diaphorase resazurin reduction – biochemical, uHTS, resorufin fluorescence, counter-screen for diaphorase-coupled primary assays, primary screen. Diaphorase/resazurin coupled assay, 16 min; active compounds read high; 1 = vehicle wells, 0 = NADH-free wells. activation factor at 20 µM. 0.005% of 190,000 active;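 active = diaphorase activity raised at least twofold by the compound at 20 µM; inactive = activation factor below 2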
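Assay system: Purified diaphorase enzyme from Clostridium kluyveri | Amount: Enzyme 0.07 U/mL final | Dosing: Compound 20 µM once, DMSO 1% | Timing: 16 min reaction at room temperature | Detection: Fluorescence, excitation 544 nm and emission 590 nm | Evaluation: Higher resorufin formation from activation or reduction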
bIAP inhibitor – bovine intestinal alkaline phosphatase inhibitors, primary screen, selectivity assay for TNAP inhibitor project, biochemical, bovine IAP, CDP-star luminescence | 190,000 tested, under 10 active | purified bovine IAP, 30 min | alkaline phosphatase, intestinal [Bos taurus] | inhibition, % at 20 µM;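 active = over 50% inhibition of intestinal alkaline phosphatase at 20 µM in the single-dose screen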
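test system = bovine IAP enzyme | medium = DEA buffer 100 mM, pH 9.8, with MgCl2 1.0 mM, ZnCl2 0.02 mM | detection = luminescence | dosing = single compound dose of 20 µM, 2% DMSO final | incubation = 30 min reaction at room temperature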
L major viab – Leishmania major promastigote growth inhibition, primary screen. Leishmania major promastigotes, resazurin fluorescence viability. inhibition, % at 10 µM. 9% of 200,000 active; in the data active = inhibition above about 50%;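 also: promastigotes grown with compound for 44 hours at 28 °C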
bIAP activator – bovine intestinal alkaline phosphatase activators, primary screen, biochemical, bovine IAP, CDP-star luminescence | alkaline phosphatase, intestinal [Bos taurus] | purified bovine IAP, 30 min; active compounds read high; fold of DMSO-control signal, blank-subtracted | activation factor at 20 µM | 0.17% of 200,000 active;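 active = activation factor of 2 or more at 20 µM, a signal rise over negative controls twice the positive control's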
TNAP act hiacc – TNAP activators at high phosphate acceptor level, primary screen, biochemical, luminescence, uHTS | Alkaline phosphatase, tissue-nonspecific isozyme (Homo sapiens), P05186 | AID 1136, 2008 | activation factor at 20 µM | purified TNAP, CDP-star luminescence, 1 M DEA, 30 min; active compounds read high; 0 = EDTA background, 1 = DMSO-only activity | 200,000 tested, under 10 active;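 active = activation factor at least 2 at 20 µM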
Target sequence (P05186 whole entry, looked up): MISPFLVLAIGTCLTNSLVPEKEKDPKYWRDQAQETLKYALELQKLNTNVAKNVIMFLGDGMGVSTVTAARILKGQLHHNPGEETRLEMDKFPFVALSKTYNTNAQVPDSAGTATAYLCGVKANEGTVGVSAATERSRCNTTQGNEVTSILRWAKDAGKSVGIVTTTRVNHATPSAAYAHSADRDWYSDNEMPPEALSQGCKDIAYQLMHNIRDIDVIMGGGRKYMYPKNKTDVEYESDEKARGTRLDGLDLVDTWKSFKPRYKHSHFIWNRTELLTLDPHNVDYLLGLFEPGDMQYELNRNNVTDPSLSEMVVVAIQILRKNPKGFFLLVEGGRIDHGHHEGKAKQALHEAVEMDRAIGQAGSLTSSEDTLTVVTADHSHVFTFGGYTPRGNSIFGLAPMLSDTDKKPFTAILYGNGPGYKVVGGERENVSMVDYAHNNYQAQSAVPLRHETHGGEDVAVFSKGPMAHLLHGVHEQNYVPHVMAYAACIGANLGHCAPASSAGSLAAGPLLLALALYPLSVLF
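Assay system: human TNAP; Input: enzyme diluted 1/800 final; Reagent: CDP-star luminogenic substrate at 100 µM final; Timing: 30 min, room temperature; Signal: luminescence; Evaluation: TNAP activation factor scaled between EDTA and DMSO control wells.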
TNAP inh hi DEA – human TNAP enzyme inhibitors, primary screen, biochemical, luminescent, high phosphate acceptor level, uHTS; Alkaline phosphatase, tissue-nonspecific isozyme (Homo sapiens), P05186; purified TNAP, CDP-star luminescence, 1 M DEA; inhibition, % at 20 µM; 0.03% of 200,000 active;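 active = over 50% inhibition of tissue-nonspecific alkaline phosphatase at 20 µM in the single-dose screen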;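 also: plate controls were DMSO wells for no effect and EDTA-quenched wells as full inhibition for full effect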
TNAP inh noacc – human TNAP enzyme inhibitors, primary screen, biochemical, luminescent, no phosphate acceptor, uHTS; Alkaline phosphatase, tissue-nonspecific isozyme (Homo sapiens), P05186; AID 1012, 2008; inhibition, % at 20 µM; purified TNAP, CDP-star luminescence, 30 min; 0.26% of 200,000 active;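 active = tissue-nonspecific alkaline phosphatase inhibition above about 50% at 20 µM in the single-dose screen, limit read from the data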;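 also: 0% = DMSO negative control and 100% = EDTA positive control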
PMI act satM6P – human PMI activators, high substrate, primary screen, biochemical, fluorescence intensity, near-saturating mannose 6-phosphate | Mannose-6-phosphate isomerase (Homo sapiens), P34949 | coupled PMI enzyme assay, resazurin fluorescence, 20 min; active compounds read high; 1 = untreated enzyme, 0 = substrate-free blank | activation factor at 20 µM | 0.34% of 190,000 active;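 active = activation factor of 2 or more at 20 µM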
Target sequence (P34949 whole entry, looked up): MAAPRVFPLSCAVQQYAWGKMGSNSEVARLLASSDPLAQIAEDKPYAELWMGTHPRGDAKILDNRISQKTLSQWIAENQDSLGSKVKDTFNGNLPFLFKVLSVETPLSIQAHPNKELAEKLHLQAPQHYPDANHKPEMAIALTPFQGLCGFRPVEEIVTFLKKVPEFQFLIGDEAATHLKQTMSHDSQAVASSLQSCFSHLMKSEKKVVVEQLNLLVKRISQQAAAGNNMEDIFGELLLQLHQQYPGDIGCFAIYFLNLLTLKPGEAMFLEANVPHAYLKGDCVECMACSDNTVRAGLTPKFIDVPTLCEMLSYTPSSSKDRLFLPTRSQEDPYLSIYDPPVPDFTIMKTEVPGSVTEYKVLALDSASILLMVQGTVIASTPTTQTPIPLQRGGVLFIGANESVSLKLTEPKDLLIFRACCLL
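Material: human phosphomannose isomerase with PGI, G6PDH, diaphorase coupling enzymes; amount: PMI at 15 ng/mL final; also added: Mannose-6-phosphate 1.0 mM (near-saturating) plus 0.22 mM NADP+; incubation: enzyme reaction with compound 20 min at room temperature; signal: resorufin fluorescence (Ex 544/Em 590 nm) from resazurin via diaphorase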
PMI act – activators of human PMI, primary screen, biochemical, fluorescence intensity, near-Km mannose 6-phosphate; Mannose-6-phosphate isomerase (Homo sapiens), P34949; purified human PMI, coupled resazurin fluorescence, 20 min; active compounds read high; 1 = vehicle control, 0 substrate-free wells; activation factor at 20 µM; 0.005% of 190,000 active;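 active = activation factor of 2 or more at 20 µM, relative to plate controls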
Diaph inh CS – diaphorase inhibitors and chemical oxidizers, primary screen, counter-screen for diaphorase-coupled primary assays, biochemical, uHTS, resorufin fluorescence; inhibition, % at 20 µM; 0.69% of 190,000 active; diaphorase resazurin-to-resorufin fluorescence, NADH, 16 min; bacterial (C. kluyveri) enzyme, not human;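 active = primary screen inhibition at 20 µM above a set limit, cut at about 50% in these data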;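 also: plate controls were DMSO with full reaction for no effect and wells lacking NADH for full effect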
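System: Diaphorase enzyme from Clostridium kluyveri | Amount: Enzyme working solution with 0.14 U/mL diaphorase | Benchmarks: No-NADH positive control and DMSO neutral control | Signal: Fluorescence of resorufin formed from resazurin, Ex 544/Em 590 nm | Schedule: 16-min room-temperature incubation before reading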
The depositor's hits bear a star; x = not tested or not shown.

Below each SMILES – Diaph act CS, bIAP inhibitor, L major viab, bIAP activator, TNAP act hiacc, TNAP inh hi DEA, TNAP inh noacc, PMI act satM6P, PMI act, Diaph inh CS
1	COc1cccc(CC(NC(C)=O)C(=O)NC2CCN(c3nc(C)cc(C)c3C#N)CC2)c1OC (configuration not stated)
    0.9, -5, 15, 1, 1, -2, -12, 1, 0.9, 6
2	COc1cc2c(cc1NC(=O)COC(=O)[C@@H](NS(=O)(=O)c1cccc(Cl)c1)C(C)C)oc1ccccc12
    0.9, 2, 62*, 1, 1, 2, -12, 0.9, 0.8, 10
3	CCCCCCCCCCC(=O)Nc1cccnc1
    0.9, 10, -2, 0.9, 1, -2, -5, 1, 0.9, 8
4	CCOC(=O)C1CCN(C(=O)c2ccc(N(C)S(=O)(=O)c3ccc(OC)cc3)cc2)CC1
    0.9, -6, 5, 1.1, 1, -1, -5, 1, 1, 8
5	O=C1c2cccc3c(N4CCCCC4)ccc(c23)C(=O)N1c1ccccc1O
    0.4, 4, 6, 1, 1, 5, -4, 0.9, 0.9, 61*
6	O=C(Nc1ccccc1C(F)(F)F)c1ccc(CN2CCC(Cc3ccccc3)CC2)cc1
    0.9, 16, 64*, 0.8, 1, -3, -7, 0.9, 0.9, 13
7	Cc1ccc(S(=O)(=O)Cn2nnnc2C(C(C)C)N2CCN(c3nc4ccccc4s3)CC2)cc1 (configuration not stated)
    0.9, 9, 99*, 0.9, 1, 1, -1, 1.1, 1.1, 10
8	Cc1csc(NC(=O)C2CCCCC2C(=O)O)n1 (configuration not stated)
    0.9, 9, -6, 0.9, 1, -2, -9, 1, 1.1, 6
9	O=C(/C=C/c1ccc2c(c1)OCO2)NCc1cn2cc(Cl)ccc2n1
    1.1, -3, -4, 1, 1, 0, -9, 1, 1, -6
10	CCCS(=O)(=O)N1CCN=C1SCc1cccc(C)c1
    1, 5, 7, 1, 1, -4, -14, 1, 1, 4
11	CCC(=O)N(CCc1ccccc1)Cc1cc2cc3c(cc2[nH]c1=O)OCO3
    1, 6, -1, 0.9, 1.1, -7, -8, 0.9, 0.9, -2
12	Fc1ccc(NC(=S)N2CCc3ccccc3C2)c(F)c1
    1.1, 4, 11, 1, 1.1, -5, -14, 1, 1, -10
13	C/C(=N/O)c1ccc(N2C(=O)C3C4C=CC(C3C2=O)C2C3C(=O)N(c5ccc(/C(C)=N/O)cc5)C(=O)C3C42)cc1 (configuration not stated)
    1.1, -13, -1, 1.1, 1, -3, -11, 1.1, 1, -14
14	C=C(C)C1Cc2c(C)nn(-c3nc(C)cc(C)n3)c2C1 (configuration not stated)
    0.9, 5, 44, 0.9, 1, -5, -10, 1, 1.1, 10
15	CCCCCC1CC(CC(C)C(=O)Nc2nncs2)C(=O)O1 (configuration not stated)
    1, 14, -1, 0.9, 1.1, -6, -8, 1, 1.1, 1
16	CCNC(=O)C(Sc1ccccc1)c1ccccc1 (configuration not stated)
    0.9, -10, 3, 1.1, 1, 3, -2, 1, 1, 7
17	C1CCN=C(Nc2nn[nH]n2)CC1
    0.9, 2, -1, 1, 1, 0, -2, 1.2, 1.1, 7
18	Cc1ccc(SCC2CNc3nc4ccccc4c(=O)n32)c(C)c1 (configuration not stated)
    0.9, -6, -2, 1.1, 1, 2, -1, 1, 1, 12
19	O=C(NCc1ccccc1)C(c1cccnc1)N(Cc1ccco1)C(=O)c1ccccn1 (configuration not stated)
    0.9, 31, -2, 0.7, 1, -2, -11, 1, 1.1, 6
20	O=C(Nc1nc2cc3c(cc2s1)OCCO3)c1cccc(N2C(=O)CCC2=O)c1
    0.8, 4, 55*, 1, 1.1, -8, -12, 1, 0.9, 17
21	COc1ccc([N+](=O)[O-])cc1NC(=O)CCNC(=O)Cn1ccc2ccccc2c1=O
    0.8, 1, -8, 1, 1, -4, -13, 1, 1, 17
22	CC(=O)N1CCN(C(=O)Nc2cccc(C(F)(F)F)c2)CC1
    0.9, 7, 17, 0.9, 1, 0, -8, 1, 1, 9
23	Cc1ccc(NC(=O)N2CCc3ccccc32)cc1C
    0.9, -1, 12, 1, 1, -1, -7, 1, 0.9, 7
24	Cc1cc(C)cc(NC(=O)c2snc3c(=O)[nH]cnc23)c1
    0.8, 8, -20, 0.9, 1, -1, -7, 0.9, 1, 15
25	COc1ccc(C2(C(N)=O)CCCCC2)cc1OC
    0.9, 2, 1, 1, 1, -1, -2, 0.9, 1, 10
26	CCCCOc1ccc(CSc2ncn[nH]2)cc1
    0.9, -69, -8, 1.7, 1, 4, 1, 1, 0.9, 6
27	Nc1ncccc1OCc1ccc(Br)cc1
    1, 8, 16, 0.9, 1, -3, -10, 1, 1.1, -2
28	Cc1cccc(NC(=O)CS(=O)(=O)c2cn(C)c3ccccc23)c1C
    1.2, 2, 31, 1, 1.1, -8, -1, 1.1, 1, -15
29	CC(C)n1nnnc1-c1ccc(Cl)cc1
    1.1, 2, -5, 1, 1, 0, -6, 1.1, 1.1, -11
30	O=C(/C=C\c1ccc2c(c1)OCO2)Nc1nnc(SCC(=O)OCc2ccccc2)s1
    0.9, -9, 92*, 1.1, 1, 1, 6, 1, 1, 11
31	O=C(NNC(=O)c1sc2cccc(Cl)c2c1Cl)NC1CCCCC1
    1, 7, -6, 0.9, 1, -3, -13, 1.1, 1, -4
32	O=C(O)CCCC(=O)NCCc1cccc(Cl)c1
    0.9, 8, -3, 0.9, 1, 0, -7, 0.9, 0.9, 6
33	Cc1cc(C)c2c(N)c(C(=O)c3ccc(Cl)c(Cl)c3)sc2n1
    1.1, 12, 100*, 0.9, 1, 3, -6, 1.1, 1.1, -7
34	Cc1nn(CC#N)c(=O)n1-c1ccccc1F
    1, 7, -5, 0.9, 1.1, -6, -17, 1, 1.1, 2
35	CCOc1ccccc1C(=O)NCC(=O)NCCCc1ccccc1
    0.8, 9, -4, 0.9, 1.1, -6, -14, 0.9, 1, 16
36	Cc1ccc(N2C(=O)c3ccccc3C2Nc2cccnc2)nc1 (configuration not stated)
    1, 15, 69*, 0.9, 1, -1, -3, 1, 0.9, 4
37	C=CCn1c(SCC(=O)Nc2ccccc2OC)nnc1-c1ccccn1
    1, 2, 12, 1, 1, 0, -10, 1.1, 1, 2
38	O=C(c1ccc(Cl)cc1)C1CCN(C(=O)NC2CCCCC2)CC1
    0.9, 7, 52*, 0.9, 1.1, -6, -6, 0.9, 0.9, 12
39	CCCn1c(=S)[nH]c2cc(C(=O)N3CCc4ccccc43)ccc2c1=O
    0.9, 7, 14, 0.9, 1, -4, -10, 0.9, 1, 14
40	CCN(CC)S(=O)(=O)c1ccc(C(=O)NCc2n[nH]c(=S)n2-c2ccccc2OC)cc1
    0.9, -1, -5, 1, 1, -4, 1, 1, 1, 9
41	COc1ccc(-c2nc(NC(=O)c3ccc(OCC(=O)N4CCOCC4)c(OC)c3)sc2C)cc1
    0.9, 7, 61*, 0.9, 1, 0, -13, 1, 0.8, 14
42	CC1CC(C)(C)NC(=S)N1CCCC(=O)Nc1ccc(Br)cc1 (configuration not stated)
    0.9, 23, 6, 0.8, 1, -1, 6, 1, 1, 6
43	COc1ccccc1NC(=O)COC(=O)c1ccc([N+](=O)[O-])s1
    1, 0, 9, 1, 1.1, -7, -18, 0.9, 1.1, 3
44	O=C(Nc1nc2ccc(S(=O)(=O)N3CCCCC3)cc2s1)c1cccnc1
    0.9, 8, -12, 0.9, 1.1, -8, -21, 1.4, 1.3, 7
45	COc1ccc(C)cc1-n1nnnc1SC/C(O)=C(\C#N)c1nc2ccccc2[nH]1
    0.8, -8, -4, 1.1, 1, 3, -7, 1.2, 1, 19
46	CC1CCCCC1NC(=O)CN1CCN(Cc2ccccc2Cl)C1=O (configuration not stated)
    0.9, 6, -2, 0.9, 1, 0, -4, 1, 0.9, 14
47	Cc1cc(C)c(C#N)c(SCC(=O)N2CCN(Cc3ccccc3)CC2)n1
    0.8, 0, 15, 1, 1, -5, -9, 0.9, 0.9, 18
48	Cc1cc(C)nc(-n2nc(C)cc2NC(=O)c2ccc3c(c2)OCO3)n1
    0.9, 3, x, 1, 1.1, -6, -14, 1, 1, 12

Record cards, as listed above:
Cc1cc(C)c(C#N)c(SCC(=O)N2CCN(Cc3ccccc3)CC2)n1 is listed with Diaph act CS = 0.8; bIAP inhibitor = 0; L major viab = 15; bIAP activator = 1; TNAP act hiacc = 1; TNAP inh hi DEA = -5; TNAP inh noacc = -9; PMI act satM6P = 0.9; PMI act = 0.9; Diaph inh CS = 18
O=C(NNC(=O)c1sc2cccc(Cl)c2c1Cl)NC1CCCCC1 is listed with Diaph act CS = 1; bIAP inhibitor = 7; L major viab = -6; bIAP activator = 0.9; TNAP act hiacc = 1; TNAP inh hi DEA = -3; TNAP inh noacc = -13; PMI act satM6P = 1.1; PMI act = 1; Diaph inh CS = -4
